# NCOA2 inhibitor = inhibition of GAL4-SRC2 driven luciferase reporter, primary screen, SRC2 inhibitor project, cell-based, luminescence. Nuclear receptor coactivator 2 (Homo sapiens), Q15596. HEK293 GAL4-SRC2 luciferase reporter. inhibition, % at 9 µM. 0.17% of 370,000 active;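 active means inhibition above the mean inhibition of all tested compounds plus 3 SD, set per campaign, cut at about 52% in these data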;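 further: 0% = DMSO treated cells and 100% = cells given Gossypol at 36 µM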
# NOD2-RIPK2 inh = NOD2-RIPK2 binding disruptors in cells, primary screen, fluorescence, CHO cells, BLA complementation | 0.38% of 360,000 active | inhibition, % at 4.98 µM | AID 624267, 2012 | CCF4 ratio; in the data active means inhibition above about 21%;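 further: 0% = vehicle only and 100% = reference blocker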
# SRC3 inh = SRC3 coactivator transcriptional activity inhibitors, primary screen, cell-based, luminescence; HEK293 GAL4-SRC3 luciferase reporter; inhibition, % at 3.6 µM; 0.17% of 360,000 active; Nuclear receptor coactivator 3 (Homo sapiens), Q9Y6Q9;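 active means inhibition above a per-campaign cutoff, the mean of all compounds plus 3 SD, cut at about 60% in these data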;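 further: 0% = DMSO-treated cells and 100% = gossypol-treated cells at 36 µM; higher means less SRC3-driven luciferase light from the GAL4 reporter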
# EBV LMP1 NFkB = EBV LMP1-driven NF-kappaB luciferase reporter inhibitors, primary screen, cell-based, luminescence, single point. LMP1-induced NF-kappaB luciferase reporter cells. inhibition, % at 12.5 µM. 0.69% of 350,000 active; in the data active means inhibition above about 41%;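 further: 0% = neutral control wells and 100% = reference inhibitor control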
# NCOA1 inh = SRC1 coactivator transcriptional activity inhibitors, primary screen, cell-based, luminescence. HEK293 GAL4-SRC1 luciferase reporter. inhibition, % at 3.6 µM. 0.12% of 360,000 active. AID 588354, 2011;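 active means inhibition above the campaign mean plus 3 SD, with each screening campaign given its own cutoff, cut at about 60% in these data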;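 further: 0% = DMSO treated cells and 100% = gossypol at 36 µM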
# MC4R ag barr = MC4R agonists recruiting beta-arrestin, primary screen, cell-based, luminescence, agonist arm of biased-ligand search | U2OS MC4R beta-arrestin complementation; percent of melanotan II response, DMSO zero | AID 540308, 2011 | activation, % at 8.9 µM | 0.98% of 360,000 active;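 active means activation above a per-plate cutoff, the mean activation of sample wells on that plate plus 3 SD, cut at about 8% in these data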
# ABHD5-PLIN5 inh = ABHD5-PLIN5 interaction inhibitors, primary screen, cell lysate, split luciferase complementation, luminescence | 0.78% of 360,000 active | Split G. princeps luciferase complementation, 4 h | inhibition, % at 4 µM | Perilipin-5 (Homo sapiens) + 1-acylglycerol-3-phosphate O-acyltransferase ABHD5 (Homo …;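 active means inhibition above the mean inhibition across every tested compound plus 3 SD, cut at about 22% in these data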;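 further: 0% = DMSO only wells and the 100% control is not disclosed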
# NR5A2 inv ag = LRH-1 (NR5A2) inverse agonists, primary screen, cell-based, luminescence, HEK293T, StAR-luciferase reporter. AID 602396, 2012. inhibition, % at 3.6 µM. LRH-1 transfected, 24 h. 0.13% of 360,000 active. Nuclear receptor subfamily 5 group A member 2 (Homo sapiens), O00482;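 active means inhibition above the mean inhibition of all tested compounds plus 3 SD, cut at about 73% in these data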;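 further: 0% = DMSO wells and 100% = reporter-only cells lacking LRH-1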
# NR2F2 inh = NR2F2 transcriptional activity inhibitors, primary screen, cell-based, luciferase reporter, HEK293T, luminescence; COUP transcription factor 2 (Homo sapiens), P24468; inhibition, % at 8.6 µM; HEK293T NGFI-A luciferase reporter; 0.7% of 370,000 active; AID 686940, 2013;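 active means inhibition above a per-plate cutoff, mean inhibition of test wells between control levels plus 3 SD, cut at about 38% in these data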;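 further: cells cotransfected with COUP-TFII expression vector driving the NGFI-A reporter; 0% = median of COUP-TF2 test wells and 100% = reporter-only cells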
# TLR9-MyD88 inh = inhibitors of TLR9-MyD88 association in cells, primary screen, cell-based, CHO, BLA complementation, fluorescence; CCF4 FRET ratio; Toll-like receptor 9 (Homo sapiens) + Myeloid differentiation primary response protein …; inhibition, % at 4.98 µM; 0.21% of 340,000 active;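 active means inhibition above the mean over all tested compounds plus 3 SD, cut at about 21% in these data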;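 further: 0% = DMSO only wells and 100% = clavulanate BLA inhibitor control wells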
# Target sequence (Q99836 whole entry, looked up): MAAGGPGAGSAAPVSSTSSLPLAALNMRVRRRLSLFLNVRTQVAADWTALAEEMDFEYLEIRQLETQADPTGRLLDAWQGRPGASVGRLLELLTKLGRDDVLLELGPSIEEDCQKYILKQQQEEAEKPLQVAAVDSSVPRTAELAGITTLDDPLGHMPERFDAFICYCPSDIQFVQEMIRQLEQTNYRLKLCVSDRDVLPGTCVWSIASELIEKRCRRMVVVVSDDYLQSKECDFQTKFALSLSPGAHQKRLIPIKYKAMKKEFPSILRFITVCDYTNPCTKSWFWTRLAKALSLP
# Target sequence (Q9NR96 whole entry, looked up): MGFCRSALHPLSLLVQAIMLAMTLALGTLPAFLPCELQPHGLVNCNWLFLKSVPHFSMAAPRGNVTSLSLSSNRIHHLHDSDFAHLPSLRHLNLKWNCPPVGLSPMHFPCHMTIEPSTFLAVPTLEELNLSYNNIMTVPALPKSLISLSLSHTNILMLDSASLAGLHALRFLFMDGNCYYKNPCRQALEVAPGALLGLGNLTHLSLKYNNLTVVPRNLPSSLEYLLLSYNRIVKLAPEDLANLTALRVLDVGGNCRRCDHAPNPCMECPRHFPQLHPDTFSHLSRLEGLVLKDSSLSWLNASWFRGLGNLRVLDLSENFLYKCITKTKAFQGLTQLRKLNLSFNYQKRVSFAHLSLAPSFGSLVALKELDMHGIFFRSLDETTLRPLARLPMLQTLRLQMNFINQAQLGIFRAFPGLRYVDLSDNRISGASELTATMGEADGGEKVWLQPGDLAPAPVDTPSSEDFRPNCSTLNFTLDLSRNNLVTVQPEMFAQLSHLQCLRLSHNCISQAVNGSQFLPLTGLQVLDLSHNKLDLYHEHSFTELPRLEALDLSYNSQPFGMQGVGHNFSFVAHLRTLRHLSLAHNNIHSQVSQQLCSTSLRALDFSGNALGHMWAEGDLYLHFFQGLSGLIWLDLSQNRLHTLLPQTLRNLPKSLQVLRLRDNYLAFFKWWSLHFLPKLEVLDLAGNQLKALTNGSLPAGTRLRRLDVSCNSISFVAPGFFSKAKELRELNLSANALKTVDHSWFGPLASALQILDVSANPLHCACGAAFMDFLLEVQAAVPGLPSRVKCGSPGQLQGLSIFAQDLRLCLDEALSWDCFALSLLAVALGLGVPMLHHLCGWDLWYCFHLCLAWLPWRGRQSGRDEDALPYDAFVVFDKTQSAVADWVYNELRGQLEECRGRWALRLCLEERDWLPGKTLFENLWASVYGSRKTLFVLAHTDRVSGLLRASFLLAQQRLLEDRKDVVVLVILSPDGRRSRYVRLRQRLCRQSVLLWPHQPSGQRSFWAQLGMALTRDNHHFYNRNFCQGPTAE
# MC4R antag cAMP = MC4R antagonists of cAMP signaling, primary screen, cell-based, TR-FRET, antagonist arm of biased-ligand search; 0.48% of 360,000 active; MC4R-expressing cells, MTII-stimulated cAMP, LANCE TR-FRET; inhibition, % at 6.5 µM;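 active means inhibition above its plate's cutoff, the mean of tested wells on that plate plus 3 SD, cut at about 29% in these data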;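 further: 0% = Melanotan II alone and 100% = Melanotan II plus saturating MCL0020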
#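 system = U2OS cells with stable human MC4R expression | also added = Melanotan II challenge after compound preincubation | dosing = one concentration, 6.5 µM nominal | incubation = compound 30 min, challenge 1 h, detection 1 h | measured by = TR-FRET with Eu-cAMP and labeled anti-cAMP, 671 nm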
# Numbers without * were called inactive; x = not tested or not shown. Only part of the results is shown; the hit share may differ from the screen's.
NCOA2 inhibitor	NOD2-RIPK2 inh	SRC3 inh	EBV LMP1 NFkB	NCOA1 inh	MC4R ag barr	ABHD5-PLIN5 inh	NR5A2 inv ag	NR2F2 inh	TLR9-MyD88 inh	MC4R antag cAMP	canonical_smiles
-11	5	0	43*	5	0.0	-11	1	-4	2	13	CN(C)S(=O)(=O)c1ccc(C(=O)NCC2CC2(Cl)Cl)cc1 (configuration not stated)
10	-8	19	-6	0	4.1	1	1	13	8	6	O=C(COC(=O)Cc1c(Cl)cccc1Cl)Nc1ccccc1-c1ccccc1
x	3	-18	-1	-13	-0.2	-10	-10	x	-3	9	COc1ccccc1Oc1ccc(S(=O)(=O)N2CCCC2)cc1
-11	-1	5	0	0	-0.3	-2	-2	8	-2	-4	CN(C(=O)c1cccc(NC(=O)Cc2cccc(NC(=O)C3CCCN(C(=O)c4ccccc4)C3)c2)c1)C1CC1 (configuration not stated)
32	2	28	1	3	-1.6	-3	19	12	-6	4	COc1ccccc1-n1cnc(N)c1C(=O)c1ccccc1
-6	-3	x	x	x	x	1	-10	-5	x	x	Nc1[nH]c(C(=O)c2ccccc2)c(-c2ccc(F)cc2)c1C(=O)NCCc1c[nH]c2ccccc12
0	-6	12	7	15	-1.3	2	5	-2	-3	5	CCn1c(SCC(=O)N2CCN(c3ccc(Cl)cc3)CC2)nc2ccccc2c1=O
-5	13	5	3	-3	-2.5	-1	7	-21	15	10	Cc1c(NC(=O)COC(=O)c2ccc(S(=O)(=O)N3CCOCC3)cc2)c(=O)n(-c2ccccc2)n1C
21	-1	4	-5	5	0.2	-2	12	-6	-16	4	COc1ccc2c(c1)OC[C@H]1[C@H]2N2C(=O)CN(Cc3ccco3)C(=O)[C@@]2(C)[C@H]1c1ccccc1
-19	-3	-22	-5	-10	2.6	2	1	-8	-7	11	CCN(CCCNC(=O)C1CCN(S(=O)(=O)c2cnc[nH]2)CC1)c1cccc(C)c1
18	8	-3	6	4	9.8*	1	-5	-19	-1	10	O=S(=O)(NC1CC1)c1ccc(S(=O)(=O)N2CCCC3(CCCCC3)C2)cc1
-23	-3	-11	-5	-8	-0.4	-10	5	12	-21	0	CCNC(=S)N(CCN(CC)CC)Cc1cc2cc3c(cc2[nH]c1=O)OCO3
-7	3	-22	-6	-3	0.2	13	5	7	1	5	COc1ccc(Cl)cc1NC(=O)CN(C)C(=O)c1ccc(C)s1
16	6	-1	25	-16	1.8	9	26	51*	2	13	CCOC(=O)N1CCN(C(=O)c2ccc3c(c2)N(C)C(=O)/C(=C\c2ccc(OCC)c(OC)c2)S3)CC1
3	-14	x	x	x	x	-22	-19	-10	x	x	CCOC(=O)N1CCN(C(=O)C[C@@H]2C[C@@]3(C(=O)OCC)CCCC=C3N(CCc3ccc(OC)c(OC)c3)C2=O)CC1
-18	-3	-2	-3	-5	7.0	-1	-24	-2	-1	16	O=C(Cn1nnc(-c2ccc(CN3CCOCC3)cc2)n1)Nc1nc(-c2ccccc2)cs1
-18	-12	10	x	-14	-1.1	-4	9	10	x	6	CSc1ccc(C(O)c2ncc(-c3ccccc3Cl)[nH]2)cc1 (configuration not stated)
-31	-6	-3	5	-19	-0.8	0	-27	-15	4	-1	CC(=O)Nc1ccc(SCC(=O)NCCc2ccc(F)cc2)cc1
12	-3	16	6	-10	-2.8	-4	-5	5	-3	10	CC(C)NCC(O)COCCOc1ccc(Cl)cc1 (configuration not stated)
10	7	19	-2	-15	-0.3	-3	8	14	-17	1	O=C(CC1C(=O)NCCN1C(=O)Nc1ccccc1)Nc1ccc(F)cc1 (configuration not stated)
8	-3	-15	4	-26	-1.5	-5	-12	9	-6	12	Cc1c(Br)ccc(NC(=O)COc2ccccc2C(N)=O)c1C
10	-3	-7	-14	-6	-3.1	-4	-6	7	8	10	CN1C(=O)N(CC(=O)Nc2sccc2C(N)=O)C(=O)C12CCCCC2
0	10	-15	3	-18	0.2	2	4	22	-2	7	O=C1C2C3CCCC3=C3CCCC3C2C(=O)N1c1ccc(F)cc1 (configuration not stated)
4	-5	8	3	7	-1.8	-7	27	4	1	6	CCOC(=O)C1=C(COC(=O)CNC(=O)c2cccc(C)c2)NC(=O)NC1C (configuration not stated)
0	-1	6	-3	14	-2.7	-3	3	11	4	-1	O=C(CCN1C(=O)/C(=C/c2ccc(Cl)cc2)SC1=S)Nc1cccnc1
8	8	3	4	-17	-0.7	-5	3	-4	7	6	C[C@@H]1CN([C@@H](C)CO)C(=O)c2cccc(NS(=O)(=O)c3ccc(F)cc3)c2O[C@H]1CN(C)C(=O)NC1CCCCC1
-3	-4	15	-2	7	-2.0	-6	4	6	-4	-1	CCCCn1c(N)c(N(CCOC)C(=O)COC(=O)/C=C/c2ccc(Br)cc2)c(=O)[nH]c1=O
-4	0	-6	5	-35	-1.8	-2	0	-4	-9	7	CCOC(=O)c1[nH]c(C)c(C(=O)N(CC)CC)c1C
-12	9	-16	3	-7	-0.1	-1	21	9	7	0	Cc1cccc(C(=O)NC2CC3CCCC(C2)N3C(=O)NC2CCCCC2)c1 (configuration not stated)
6	2	13	0	-2	-0.2	3	2	13	-2	1	Cc1ccc(NC(=O)CN(C)C(=O)c2ccc(-n3cncn3)c([N+](=O)[O-])c2)cc1
16	-6	-1	-8	2	-0.1	3	2	12	0	11	CSCC[C@H](NC(=O)c1cc2c([nH]c3ccccc32)c(-c2ccccc2)n1)C(=O)O
6	-5	20	-15	-10	-0.4	11	-2	9	-1	-7	Cc1ccc(/C=C/C(=O)NCc2ccc3c(c2)OCO3)o1
-49	4	-11	-9	-27	-1.1	-3	0	-8	5	0	CCOc1ccc2nc(/N=C/c3nc(-c4ccc(Br)cc4)oc3O)sc2c1
-48	-15	6	-5	6	-0.6	0	0	-1	5	-3	C=CCn1cc(C(=O)NCCCN(CC)CC)c(=O)c2cc(S(=O)(=O)N3CCC(C)CC3)ccc21
-20	0	5	3	1	-1.0	9	-1	-11	-4	0	O=C(OCCNc1nc(-c2ccccc2)nc2ccccc12)c1cccnc1
-16	-5	7	10	-8	-0.7	-3	-6	2	-6	4	Cc1nc(-c2ccccc2)sc1C(=O)CSc1ccccc1
-5	0	-6	-2	9	0.7	-5	5	-26	-8	1	NC(=O)C12CCCC(Br)(CCC1)C2
2	6	14	-2	-8	0.3	-1	7	26	-4	1	CC(C(=O)N1CCCC1)N(c1ccc(Cl)cc1)S(C)(=O)=O (configuration not stated)
10	1	5	x	9	0.1	-3	16	0	x	13	COc1ccccc1C1=NOC(COC(=O)c2ccc([N+](=O)[O-])cc2)C1 (configuration not stated)
-10	-4	22	1	4	-0.5	1	-3	15	3	3	N#Cc1c(NC(=O)CCN2C(=O)c3ccccc3C2=O)oc(-c2ccccc2)c1-c1ccccc1
5	-5	9	10	0	-1.1	-6	2	1	0	3	CC(=O)c1c(C(C)=O)c(C)n(-c2ccc(C(=O)O)cc2)c1C
-22	1	3	-1	-18	0.5	-10	-52	-4	-1	5	CNC(=O)CC1C(=O)N(c2ccc(F)cc2)C(=S)N1NC(=O)c1ccc(Cl)cc1 (configuration not stated)
-12	10	-12	-4	-4	-0.2	2	0	-27	-8	-1	COC(=O)c1ccc(Nc2nc(C)cc(=O)[nH]2)cc1
-13	-7	20	-1	-23	1.3	19	8	-16	1	-4	CCOc1ccc(-n2c(O)cc(=O)[nH]c2=O)cc1
-33	-12	22	7	6	-1.4	4	15	0	1	-1	COc1cccc(-c2nc(CS(=O)CC(=O)NCCc3ccc(C)cc3)c(C)o2)c1 (configuration not stated)
-11	4	8	-8	-12	-2.0	0	-3	10	1	-1	COCC(=O)N(Cc1ccccc1)c1ccccn1
-19	8	11	0	-10	-1.0	5	3	-2	-5	4	CN(c1ccccc1C(=O)O)S(=O)(=O)c1ccc2c3c(cccc13)C(=O)N2
-15	-9	-9	-1	7	-0.8	-4	7	10	7	-4	Cc1ccc(NC(=O)CCN2C(=O)c3ccccc3S2(=O)=O)cc1F
16	-4	10	-9	-8	-1.5	4	-5	-1	-6	17	COc1cc(-c2cc(C(=O)OCC(=O)Nc3ccc4c(c3)OCO4)c3ccccc3n2)cc(OC)c1OC
18	-1	17	0	0	23*	0	-3	-6	-6	14	O=C(COC(=O)c1ccc(S(=O)(=O)N2CCCCC2)cc1)Nc1ccccc1Cl
1	-10	1	-2	-19	-2.5	-2	18	8	9	4	Clc1cccc(Cc2ccc(Cl)nn2)c1
-15	-8	-14	1	-1	-1.9	4	7	1	1	9	CCCCNc1c(-c2ccc(OC)c(Sc3ccc(OC)cc3)c2)nc2ccc(Cl)cn12
x	3	9	-16	-1	-3.1	-2	-6	x	2	13	CCn1cc([N+](=O)[O-])c(C(=O)Nc2ccc(Cn3nc(C)cc3C)cc2)n1
-17	-3	5	11	-10	-2.6	-4	-1	-1	-3	13	CC(OC(=O)c1cc(O)c2ccccc2c1O)C(=O)Nc1ccc(C(N)=O)cc1 (configuration not stated)
-9	-10	11	0	-14	-2.7	14	-13	5	-2	6	CCNc1nc(NCC)n2c(SCC(=O)Nc3cc(Cl)ccc3OC)nnc2n1
-12	-6	4	1	1	-0.4	2	-4	0	-15	7	CCOC(=O)COc1coc(CN2CCN(c3ccc(F)cc3)CC2)cc1=O
-25	-19	-2	1	-1	-2.8	-3	4	9	4	-5	CCOC(=O)C1CCCN(C(=O)CCCn2nnnc2CN2CCOCC2)C1 (configuration not stated)
1	6	26	-1	1	-2.2	2	6	4	5	4	On1c(-c2ccccc2Cl)nc2ccccc21

# Two successive compounds from above, quoted:
NCOA2 inhibitor	NOD2-RIPK2 inh	SRC3 inh	EBV LMP1 NFkB	NCOA1 inh	MC4R ag barr	ABHD5-PLIN5 inh	NR5A2 inv ag	NR2F2 inh	TLR9-MyD88 inh	MC4R antag cAMP	canonical_smiles
-17	-3	5	11	-10	-2.6	-4	-1	-1	-3	13	CC(OC(=O)c1cc(O)c2ccccc2c1O)C(=O)Nc1ccc(C(N)=O)cc1 (configuration not stated)
-9	-10	11	0	-14	-2.7	14	-13	5	-2	6	CCNc1nc(NCC)n2c(SCC(=O)Nc3cc(Cl)ccc3OC)nnc2n1
